# Screening data: PubChem, National Center for Advancing Translational Sciences (NCATS)
# Shiga toxin inh: Shiga toxin inhibition; inhibition, % at 38.7 µM; AID 2315; Vero cells, Shiga toxin protein synthesis inhibition reporter; 290,000 compounds, 9.2% hits; in the data active means inhibition mostly above about 28%, no sharp cut-off; inactive means mostly below about 43%; further: 0% is about no effect
# Pf growth 96h: P. falciparum growth inhibition at 96 hour, primary screen for plastid delayed-death inhibitors | P. falciparum luciferase reporter growth, 96 h | 320,000 compounds, 6.9% hits | Potency, µM (series often up to 28.7 µM), for the others: at the highest dose activity change, negative = inhibition, most hits filed as inhibitors; further: potency means the concentration at half of the fitted maximal effect; on the % scale 0 is the no-effect control and ±100 the full control effect
#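 Cell-based qHTS: luciferase-tagged P. falciparum in erythrocytes (2% hematocrit, 0.05% parasitemia final) incubated with compounds for 96 hours, 37 C, 5% CO2; luciferase detection reagent then added and luminescence measured.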
# Tb PYK inh: blocks Trypanosoma brucei pyruvate kinase. Potency, µM (titrated, usually from 76.8 µM), for the others: at the highest dose activity, negative = inhibition, actives largely listed as inhibitors. 410,000 compounds, 0.12% hits. TbPYK enzyme, Kinase-Glo Plus ATP luminescence, 45 min. AID 624173; further: potency means the concentration at half of the fitted maximal effect; on the % scale 0 is the no-effect control and ±100 the full control effect; nearly all actives have a fitted effect of over 50% in size
#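 Readout: single end-point luminescence (Kinase-Glo Plus, 10 min). Reaction conditions were TbPYK/substrate plus 130 uM ADP, 45 min at RT, pH 7.2 TEA buffer. No-enzyme wells served as controls, and data were normalized before concentration-response fitting.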
# Pf growth 48h: P. falciparum growth inhibition at 48 hours (one generation); P. falciparum luciferase growth in erythrocytes, 48 h; Potency, µM (series often up to 28.7 µM), for inactives: at the top dose activity change, negative = inhibition, hits mostly inhibitors; 310,000 compounds, 5.9% hits; further: potency means the concentration at half of the fitted maximal effect; on the % scale 0 is the no-effect control and ±100 the full control effect
#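 Firefly luciferase activity from engineered P. falciparum reports growth; inhibitors lower the luminescent signal. Cultures contained 2% hematocrit erythrocytes at 0.1% final parasitemia.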
# Cycloheximide cs: counter-screen for Shiga toxin inhibitors: cycloheximide protein synthesis inhibition | 300,000 compounds, 12% hits | AID 2314 | max response, % | cell reporter, cycloheximide protein synthesis inhibition counterscreen; in the data active means max response mostly above about 13%, no sharp cut-off; inactive means mostly below about 14%; further: read at 38.3 µM for the half of the compounds with a filed dose; 0% is about no effect
# HCV inh: blocks hepatitis C virus. Huh7.5.1 HCVcc-Cre infection, luciferase reporter, 44 h. Potency, µM (top dose mostly 41.8 µM), inactives show top-dose activity change, negative = inhibition, hits mostly inhibitors. 340,000 compounds, 3.4% hits; further: potency means the concentration at half of the fitted maximal effect; on the % scale 0 is the no-effect control and ±100 the full control effect
#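 Infectious HCV cell culture screen: compound-treated cells (1,000/well, pre-plated 4 h) are infected with HCVcc-Cre at roughly 0.5 moi and grown 44 h. Infection is quantified by luciferase signal after 15 min substrate incubation at room temperature.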
# LmPK inhibitor: LmPK (Leishmania mexicana) enzyme inhibition. 290,000 compounds, 0.37% hits. purified LmPK, Kinase-Glo ATP luminescence, 1 h. Potency, µM (titrated, usually from 57.5 µM), for the others: at the highest dose activity change, negative = inhibition, hits mostly inhibitors; further: potency means the concentration at half of the fitted maximal effect; on the % scale 0 is the no-effect control and ±100 the full control effect
# Target sequence (Q27686 whole entry, looked up): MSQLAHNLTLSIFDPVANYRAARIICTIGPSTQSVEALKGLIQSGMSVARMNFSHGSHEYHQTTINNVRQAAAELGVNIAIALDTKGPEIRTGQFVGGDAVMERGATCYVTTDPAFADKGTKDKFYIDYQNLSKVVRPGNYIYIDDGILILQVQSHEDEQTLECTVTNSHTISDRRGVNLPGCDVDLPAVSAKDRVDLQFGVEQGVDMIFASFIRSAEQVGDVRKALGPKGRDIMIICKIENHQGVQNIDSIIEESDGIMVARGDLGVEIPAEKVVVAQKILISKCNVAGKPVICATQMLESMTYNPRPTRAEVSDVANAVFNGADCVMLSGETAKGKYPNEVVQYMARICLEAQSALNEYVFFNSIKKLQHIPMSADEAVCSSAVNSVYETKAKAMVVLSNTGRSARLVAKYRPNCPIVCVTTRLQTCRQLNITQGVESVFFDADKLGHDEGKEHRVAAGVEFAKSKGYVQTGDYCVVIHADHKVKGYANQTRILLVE
#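 Screened at intermediate enzyme activity to detect both inhibitors and activators: LmPK at 0.1 nM, with a 0.5 nM enzyme column as activation reference. PEP 0.5 mM, ADP 0.1 mM; ATP detected by luminescence after 1 h.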
# * hit, by the source's call; i = inactive; u = inconclusive; x = no result given; & = joins results of further samples; [ ] = remark or other dose. Unless noted, the call rests on the fitted dose curve; in most records, active means well fitted curve in the direction sought with a large enough effect; inconclusive means small, poorly fitted or top-dose-only effect, or another doubt; inactive means no such curve, though single readings can be large; an effect the other way counts as inactive or inconclusive. Compounds as they come. About 24% of those tested had a hit in this group.
# Fields – Shiga toxin inh | Pf growth 96h | Tb PYK inh | Pf growth 48h | Cycloheximide cs | HCV inh | LmPK inhibitor
- COc1ccc(S(=O)(=O)Nc2cc3c4c(oc3c3ccccc23)CC(C)(C)CC4=O)cc1
→ 49 | u | -10% | u | 13 | u | 0%
- Cc1ccc(S(=O)(=O)NC(CC(=O)NCc2ccco2)c2ccco2)cc1 (stereo unspecified)
→ 13 | 88%[activator] | -8% | -13% | -1 | 1% | 1%
- CCCCOC(=O)Nc1nc(CC(=O)OCC)cs1
→ 30 | x | 2% | 13% | 15* | -9% | 4%
- CC1(C)CC(NC(=O)Nc2ccc([N+](=O)[O-])cc2)CC(C)(C)N1
→ 18 | -12% | 1% | -28% | -3 | -15% | 0%
- Cc1ccc(C(=O)CC(SCC(=O)O)c2ccc([N+](=O)[O-])cc2)cc1 (stereo unspecified)
→ 18 | -14% | -1% | -14% | 8 | -8% | 8%
- O=S(=O)(c1ccccc1)N1CCN(c2nc3ccccc3s2)CC1
→ 24 | x | 2% | 29% | 12 | 32%[activator] | 4%
- Cc1ccc(S(=O)(=O)N2CCC(=O)N(CCOC(=O)Nc3ccc(C)c(C)c3)CC2)cc1
→ 38&16 | -37% | 2% | u | 2&4 | 3%[8.37 µM] | 3%
- O=C(CCCN1C(=O)c2ccccc2C1=O)N1CCOCC1
→ -8 | 2% | 3% | 34%[activator] | 1 | 15% | 7%
- N/C(=N\OC(=O)CCC(=O)O)c1ncc(C(F)(F)F)cc1Cl
→ 2 | 0% | -5% | 4% | 7 | 5% | 5%
- OCC1(CCc2ccccc2)CCN(Cc2cnc(N3CCCC3)s2)CC1
→ 6 | 17% | -5% | u | 3 | 3% | 5%
- Cc1ccc(C(=O)NCc2ccc(Cl)c(Cl)c2)o1
→ -2 | -26% | 1% | -9% | 1 | 1% | 3%
- Nc1ccccc1-n1cccc1
→ 13 | 32%[activator] | 2% | 87%[activator] | 13* | 18% | 4%
- COc1cccc(/C=N/NC(=O)c2ccc(COc3ccc(Cl)cc3Cl)o2)c1
→ 2 | -2% | -11% | 33%[activator] | 11 | 5% | 0%
- CCCCNC(=O)Cn1cnc([N+](=O)[O-])n1
→ 15 | u | 1% | 15% | -1 | 15% | -1%
- CCCCCC1CCC(C(=O)N2CCOCC2)CC1 (stereo unspecified)
→ -1 | 40%[activator] | -9% | 39%[activator] | 1 | 24% | 1%
- COc1ccc(CCN(C)C(=O)COC(=O)/C=C/c2ccc(C)o2)cc1OC
→ x | u | u | 0% | x | -3% | x
- Cc1c(C)c2ccc(OCC(=O)NCc3ccccn3)cc2oc1=O
→ -7 | 0% | -5% | u | -6 | 14% | 2%
- CCN(CC)c1ccc2cc(C(=O)Nc3cccnc3N3CCOCC3)c(=O)oc2c1
→ -11 | u | x | 33%[activator] | -2 | x | -1%
- Cc1ccccc1OC(=O)Cn1c(C(F)(F)F)nc2ccccc21
→ 21 | 42%[activator] | -8% | 155%[activator] | -3 | 24% | -3%
- Cc1ccc(-n2nnnc2SCC(=O)NCC2(N3CCCCC3)CCCCC2)c(C)c1
→ x | 7.4µM* | -4% | 10µM* | x | -18% | x
- O=C(COC(=O)c1ccc([N+](=O)[O-])o1)NC1CCS(=O)(=O)C1 (stereo unspecified)
→ 12 | 31%[activator] | -1% | 1% | 5 | 0% | 1%
- CC[C@H](C)[C@H](NC(=O)OCc1ccccc1)C(=O)OCC(=O)Nc1ccc(N2CCOCC2)cc1
→ x | -1% | -2% | 1% | x | -21% | x
- COC(=O)CSc1nnc(NC(=O)c2ccc3c(c2)OCO3)s1
→ -7 | -30% | -2% | 47%[activator] | -2 | 17% | 6%
- O=C(NCCC1=CCCCC1)c1cc(S(=O)(=O)N2CCOCC2)ccc1Cl
→ x | -5% | 1% | -4% | x | 4% | x
- Cn1ccnc1SCC(=O)Nc1ccc2c(c1)COC2=O
→ 52* | x | -6% | 10% | 14 | -5% | 7%
- O=C(CSc1nncs1)NCCNC(=O)CSc1nncs1
→ x | 17% | -9% | 35%[activator] | x | 6% | x
- CCCN1CCN(S(=O)(=O)c2cn(C)nc2C)CC1
→ -5 | u | 4% | -3% | -2 | 14% | 0%
- N#Cc1ccc(C(c2nnnn2CCc2ccccc2)N2CCCCCC2)cc1 (stereo unspecified)
→ -15 | u | 1% | 1.7µM* | -6 | -25% | 2%
- COc1cc(OC)c2c(-c3cccc(-c4cccc(N)c4)c3)cc(=O)oc2c1
→ i | x | -1% | x | -2 | u | x
- O=C1CC(N2CCN(C(c3ccccc3)c3ccccc3)CC2)C(=O)N1 (stereo unspecified)
→ -4 | -10% | 2% | -29% | -4 | -10% | 3%
- COc1ccc(-n2nc(C)cc2Nc2ccccc2C(=O)O)cc1
→ 22 | 0% | -1% | 0% | -3 | 10% | -9%
- Clc1ccc(-c2noc(CN(Cc3ccccn3)CC3CCCO3)n2)cc1 (stereo unspecified)
→ -2 | u | -20% | 8% | 2 | -9% | 6%
- O=C(Nc1nc2c(s1)CCCC2)C1CCCN1C(=O)c1cccs1 (stereo unspecified)
→ 17 | -18% | -8% | 15% | 1 | -9% | -4%
- CCc1ccc2[nH]c(O)c(N=Nc3nc(-c4ccccc4)cs3)c2c1
→ 27 | 21% | -16% | -7% | -4 | -26% | 1%
- COc1ccc(C)cc1NC(=O)CN(C)C1CCCCC1
→ -7 | u | 4% | u | -4 | -18% | 1%
- COc1ccccc1NC(=S)N(Cc1ccco1)Cc1cc2cc(C)ccc2[nH]c1=O
→ 12 | u | 2% | 12µM* | -2 | u | 3%
- Cc1ccc(N(CC(=O)NC2CCCCCC2)S(=O)(=O)c2c(C)nn(C)c2C)cc1
→ -16 | 12µM* | 0% | 0% | -2 | -3% | 4%
- O=C1CC(Sc2cccs2)C(=O)N1c1ccccc1 (stereo unspecified)
→ -3 | 0% | -5% | -19% | -3 | -5% | 1%
- CC(C)(C)n1ncc2c(=O)n(Cc3ccccc3Br)cnc21
→ x | u | -4% | 2.9µM* | x | x | x
- O=C1NCN(c2ccccc2)C12CCNCC2
→ 2 | u | -19% | 2.6µM* | 4 | 6% | 1%
- O=C(NCC(c1cccs1)N1CCOCC1)c1ccc(OCc2ccccc2)cc1 (stereo unspecified)
→ x | u | 2% | u | x | u | x
- O=C(Oc1cccc(OC(=O)c2ccco2)c1)c1ccco1
→ -2 | 15µM* | 2% | -23% | -1 | 2% | -2%
- COc1cc(C(=O)Nc2nnc(SC)s2)c([N+](=O)[O-])cc1OC
→ 44 | 0% | 5% | u | 9 | 3% | 16%
- O=S(=O)(c1cccs1)N1CCN(CC(O)COc2cccc(Br)c2)CC1 (stereo unspecified)
→ -9 | u | -6% | x | 1 | -3% | -4%
- CCc1ccc2[nH]c(=O)c(CN(CCCN3CCOCC3)C(=O)Nc3ccc(F)cc3)cc2c1
→ -14 | -2% | -6% | u | 2 | u | -1%

# Random excerpt: 2 compounds from above.
# Fields – Shiga toxin inh | Pf growth 96h | Tb PYK inh | Pf growth 48h | Cycloheximide cs | HCV inh | LmPK inhibitor
- COc1ccc(-n2nc(C)cc2Nc2ccccc2C(=O)O)cc1
→ 22 | 0% | -1% | 0% | -3 | 10% | -9%
- O=C(NCC(c1cccs1)N1CCOCC1)c1ccc(OCc2ccccc2)cc1 (stereo unspecified)
→ x | u | 2% | u | x | u | x

# Complete entries, quoted from the list:
# Shown for O=C(NCC(c1cccs1)N1CCOCC1)c1ccc(OCc2ccccc2)cc1 (stereo unspecified) → Shiga toxin inh: x; Pf growth 96h: u; Tb PYK inh: 2%; Pf growth 48h: u; Cycloheximide cs: x; HCV inh: u; LmPK inhibitor: x
# Shown for CCc1ccc2[nH]c(O)c(N=Nc3nc(-c4ccccc4)cs3)c2c1 → Shiga toxin inh: 27; Pf growth 96h: 21%; Tb PYK inh: -16%; Pf growth 48h: -7%; Cycloheximide cs: -4; HCV inh: -26%; LmPK inhibitor: 1%
# Shown for CCc1ccc2[nH]c(=O)c(CN(CCCN3CCOCC3)C(=O)Nc3ccc(F)cc3)cc2c1 → Shiga toxin inh: -14; Pf growth 96h: -2%; Tb PYK inh: -6%; Pf growth 48h: u; Cycloheximide cs: 2; HCV inh: u; LmPK inhibitor: -1%

# Following part.
# Fields – Shiga toxin inh | Pf growth 96h | Tb PYK inh | Pf growth 48h | Cycloheximide cs | HCV inh | LmPK inhibitor
- COc1cc(C2C3=C(CCCC3=O)Nc3ccc4ncccc4c32)ccc1O (stereo unspecified)
→ 31 | 29% | -19% | -12% | 15* | -12% | 9%
- COc1ccc(CC(=O)N/N=C(\C)CC(=O)Nc2ccc3c(c2)OCCO3)cc1
→ -4 | -20% | -16% | 3% | 2 | u | 2%
- C/C(NC1CCCCC1)=C(/C#N)C(=O)NCCN1CCOCC1
→ -2 | -10% | 0% | 4% | -4 | 13% | 4%
- CCCCC(=O)Nc1cnc(NC(=O)c2ccco2)cc1C
→ 64* | 43%[activator] | -6% | 95%[activator] | 21* | -3% | -9%
- Fc1cccc(F)c1/C=N/NC(=S)Nc1cccnc1
→ 34 | 34% | -3% | 490%[activator] | 6 | u | 2%
- CN(C)CCCNC(=O)CCc1nc2ccccc2c(=O)[nH]1
→ -6 | 33%[activator] | -14% | 35%[activator] | -1 | 4% | 8%
- Cc1c(C(=O)N/N=C/c2ccncc2)nnn1-c1nonc1N
→ x | 11% | 1% | 13% | x | 3% | x
- COc1ccc2nc(C)cc(SCC(=O)Nc3c(C)cccc3C)c2c1
→ -5 | 24% | -6% | 10% | -3 | u | 4%
- COc1ccc(-c2cc(N)n(S(=O)(=O)c3ccc(C)cc3)n2)c(OC)c1
→ -13 | -91% | 1% | x | -3 | u | 2%
- O=C(O)/C=C/c1ccc(S(=O)(=O)N2CCCCCC2)cc1
→ -15 | 0% | 9% | 10% | -1 | u | 9%
